A3G deaminase = inhibitors of human APOBEC3G DNA deaminase; actives 0.28% (n = 330,000); AID 493012; inhibition, % at 20 µM; recombinant A3G, ssDNA deamination FAM/TAMRA fluorescence; Q9HC16;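 active = inhibition of at least 40% at 20 µM, with no more than 30% in the related APOBEC3A deaminase screen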;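 note: plate controls were DMSO wells with A3G for no effect and wells lacking A3G enzyme for full effect; some compounds called inactive have numbers as strong as hits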
Target sequence (Q9HC16 whole entry, looked up): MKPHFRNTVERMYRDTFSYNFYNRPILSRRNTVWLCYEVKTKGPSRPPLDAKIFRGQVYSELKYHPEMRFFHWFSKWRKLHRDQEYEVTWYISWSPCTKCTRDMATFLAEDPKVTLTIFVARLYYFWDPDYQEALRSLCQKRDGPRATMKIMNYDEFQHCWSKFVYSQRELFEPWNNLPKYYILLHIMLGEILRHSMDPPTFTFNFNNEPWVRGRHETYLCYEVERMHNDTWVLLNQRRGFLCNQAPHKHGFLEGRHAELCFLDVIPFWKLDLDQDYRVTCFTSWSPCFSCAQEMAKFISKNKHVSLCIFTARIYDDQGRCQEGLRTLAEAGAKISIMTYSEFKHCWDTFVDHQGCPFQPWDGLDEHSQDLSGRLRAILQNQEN
SENP6 inh = blocks the human protease SENP6; Recombinant SENP6 catalytic domain, aminoluciferin luminescence; inhibition, % at 10 µM; actives 1.8% (n = 330,000); AID 2599;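 active = inhibition above about 50% at the single tested dose, limit read from the data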;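 note: plate controls were DMSO wells with enzyme for no effect and DMSO wells lacking enzyme for full effect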
UBC13 inh = inhibitors of human UBC13 polyubiquitin chain formation. inhibition, % at 20 µM. actives 0.47% (n = 330,000). TR-FRET. AID 485273; in the data active = inhibition above about 45%, passing the limit was not always enough
Target sequence (P61088 whole entry, looked up): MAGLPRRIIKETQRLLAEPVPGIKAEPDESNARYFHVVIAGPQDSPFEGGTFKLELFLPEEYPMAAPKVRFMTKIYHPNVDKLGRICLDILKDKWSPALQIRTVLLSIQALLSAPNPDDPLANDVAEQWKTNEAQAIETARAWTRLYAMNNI
Apaf-1 inh = blocks human Apaf-1 apoptosome activity | reconstituted apoptosome caspase-3 activity, DEVD-Rh110 fluorescence | inhibition, % at 20 µM | actives 0.71% (n = 330,000) | AID 489030; active = inhibition of at least 40% at 20 µM;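 note: plate controls were DMSO wells for no effect and DEVD-CHO caspase inhibitor wells for full effect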
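Material: biochemical Apaf-1 apoptosome reconstitution. Medium: Hepes buffer, pH 7.5. Also added: cytochrome c activation, bis-DEVD rhodamine 110 substrate. Timing: 30 min compound preincubation, 50 min activation, room temperature. Measured by: rhodamine 110 fluorescence at Ex 480/Em 540 nm.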
SENP8 block-1 = inhibitors of human SENP8 protease | Q96LD8 | purified SENP8, Z-RLRGG-aminoluciferin cleavage, luminescence | inhibition, % at 10 µM | actives 1.2% (n = 330,000) | AID 2540; in the data active = inhibition above about 50%
Target sequence (Q96LD8 whole entry, looked up): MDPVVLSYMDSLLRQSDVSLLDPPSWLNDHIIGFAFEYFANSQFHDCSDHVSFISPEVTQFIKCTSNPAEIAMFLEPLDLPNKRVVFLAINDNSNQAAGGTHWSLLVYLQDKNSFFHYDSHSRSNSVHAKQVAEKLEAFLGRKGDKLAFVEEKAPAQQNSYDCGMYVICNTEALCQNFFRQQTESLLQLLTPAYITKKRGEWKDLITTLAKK
SENP1 inh = blocks the human SENP1 SUMO protease catalytic domain | AID 624204 | actives 0.21% (n = 360,000) | inhibition, % at 10 µM | recombinant SENP1 catalytic domain, CyPet-SUMO1-YPet FRET cleavage;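 active = inhibition at least 30% at 10 µM, raw YFP signal under a set limit, fluorescence ratio 0.5 to 1.5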;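 note: 0% = enzyme with DMSO and 100% = no enzyme wells; some results filed as inactive read as strong as hits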
Target sequence (Q9P0U3 419-644 limits assumed): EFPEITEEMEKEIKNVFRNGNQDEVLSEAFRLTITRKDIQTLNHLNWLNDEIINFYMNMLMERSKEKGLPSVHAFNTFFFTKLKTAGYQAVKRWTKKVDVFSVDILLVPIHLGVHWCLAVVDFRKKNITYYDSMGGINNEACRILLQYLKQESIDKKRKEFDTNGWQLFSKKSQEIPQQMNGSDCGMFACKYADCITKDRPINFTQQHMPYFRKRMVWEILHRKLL
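Test system: recombinant human SENP1 catalytic domain, His6-tagged / Medium: pH 8 Tris buffer with EDTA, NaCl, BME, BSA, NP40, catalase / Also added: SUMO1 FRET substrate flanked by Cypet and Ypet, 25 nM / Times: 50 min reaction at room temperature / Signal: FRET, CFP and YFP emission / Control set: no-enzyme low control and enzyme-plus-DMSO high control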
SENP8 block-2 = SENP8 (human) protease inhibition. inhibition, % at 20 µM. AID 602440. Q96LD8. recombinant SENP8, Nedd8 substrate fluorescence. actives 0.64% (n = 360,000); in the data active = inhibition mostly above about 40%, no sharp cut-off; inactive = mostly below about 27%
SENP7 block = blocks the human protease SENP7. AID 434973. inhibition, % at 5 µM. actives 1.5% (n = 330,000). Q9BQF6. recombinant SENP7, Z-RLRGG-aminoluciferin luminescence, 40 min;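 active = inhibition above about 50% at the single test dose, limit read from the data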;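 note: plate controls were DMSO with enzyme for no effect and no enzyme buffer wells for full effect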
* = called active by the depositor; nt = no result given.

SMILES	A3G deaminase	SENP6 inh	UBC13 inh	Apaf-1 inh	SENP8 block-1	SENP1 inh	SENP8 block-2	SENP7 block
COCCCN(Cc1cccs1)S(=O)(=O)c1csc(C(N)=O)c1	-3	-6	-8	-3	-1	0	7	13
CCOc1cc(S(=O)(=O)NCc2ccncc2)ccc1Cl	-6	7	8	1	-3	-2	-7	-1
COc1ccc(C2(C)NC(=O)N(CC(=O)Nc3ccc(S(=O)(=O)N4CCCC4)cc3)C2=O)cc1 (stereo unspecified)	-5	20	-1	0	10	-10	26	-2
CCOC(=O)C1C(c2ccc(Cl)cc2)NC(=S)NC1(O)C(F)(F)F (stereo unspecified)	-8	-25	2	0	-5	2	16	2
COC(=O)c1sccc1NC(=S)N1CCN(c2ccccc2)CC1	-5	0	10	0	0	1	25	6
Cc1ccc(CNC(=O)C2CCCN2C(=O)Nc2ccccc2)cc1 (stereo unspecified)	-2	-3	0	2	14	-1	12	2
Cc1ccc(CNC(=O)COC(=O)c2ccc(S(=O)(=O)N3CCOCC3)cc2)cc1	-4	-8	8	-7	4	0	11	1
O=[N+]([O-])c1cc(C(F)(F)F)ccc1-n1nnc2ccccc21	0	7	-7	6	5	3	9	3
Cc1cc2nc(CCN(C(=S)NCC3CCCO3)C3CCCC3)[nH]c2cc1C (stereo unspecified)	-16	2	2	-1	-3	1	3	1
CCc1ccccc1NC(=O)CC1CS(=O)(=O)CC1CC(=O)Nc1ccccc1CC (stereo unspecified)	18	0	6	1	0	1	21	0
Cn1cc(C(=O)Nc2cccc(F)c2)cn1	-5	-24	0	-3	-5	-5	7	12
O=c1[nH]c(CSc2nnc(Nc3ccccc3)s2)nc2ccccc12	-4	-10	-2	-20	4	-4	20	2
Cc1ccc(-n2nc(C)cc2Nc2ncc(Cl)cc2Cl)cc1	-2	-1	-3	4	2	1	14	10
COc1cc2c(cc1NC(=O)/C=C/c1ccccc1)oc1ccccc12	-3	-5	5	7	-1	0	-10	-8
Cc1ccc(C(=O)NCC(=O)OCCOc2cccc(Cl)c2)cc1	-5	-2	1	10	2	1	-2	8
CCOc1ccccc1NC(=S)NCCc1ccccc1	-8	-12	-9	12	1	0	8	-3
COC(=O)Nc1cc([N+](=O)[O-])ccc1OC	-3	-46	-11	13	-7	2	12	2
COC(=O)CC1=Nc2ccccc2NC(=O)C1	1	-4	-3	-3	5	2	10	-6
COc1ccc(NC(=O)c2cccc(S(=O)(=O)N3CCN(c4ccccc4)CC3)c2)c(OC)c1	-1	11	-6	10	-6	3	11	10
COc1ccc(C(C(=O)NC2CCCC2)N(C(=O)c2snc(-c3ccc(F)cc3)c2N)c2ccc(F)cc2)cc1 (stereo unspecified)	3	-5	-3	11	2	0	-269	1
FC(F)(F)c1cccc(Oc2cc(C(F)(F)F)nc(-c3ccccn3)n2)c1	2	-7	-6	5	1	2	3	8
Cc1ccccc1N1CCN(C2CCCN(C(=O)c3cn4cccc(C)c4n3)C2)CC1 (stereo unspecified)	-1	-12	-8	9	-3	2	9	-2
CCOC(=O)C1(CC/C(C)=N\NC(N)=O)CC(C)(C)OC1=O (stereo unspecified)	-6	7	9	-4	-8	2	-1	-4
O=C(NC1CCCN(CCc2ccccc2)C1)c1c[nH]c2ccccc12 (stereo unspecified)	4	12	-1	1	-5	0	9	-5
COc1ccccc1/C=C/C=N/NC(=O)c1ccco1	-14	-11	-6	-9	3	0	-119	4
O=C(O)C1(O)C[C@H](O)C(O)[C@@H](O)C1 (stereo partly specified)	-3	0	-10	-2	-5	1	3	1
COc1ccc(NC(=O)CN2C(=O)COc3ccc(S(=O)(=O)N4CCCCC4)cc32)cc1OC	-1	-9	1	4	-8	1	17	-4
CC(=O)N(C)/C=C1\Sc2ccccc2C1=O	-4	-6	-5	-6	-16	-143	-98	-8
Nn1c(SCC(=O)Nc2ccc(F)cc2)nnc1-c1cccnc1	-7	-6	-11	7	-6	4	21	2
Cc1nc(N2CCN(C(=O)c3ccco3)CC2)c(C#N)c2c1CCCC2	-5	37	7	20	-10	1	-410	0
CC(=O)N1c2ccccc2C2CCCC[C@@H]21 (stereo partly specified)	-7	-2	-10	-7	-6	1	22	-4
Fc1ccc(CN2C3=NCCCN3c3ccccc32)cc1	-4	-9	1	-3	0	1	26	1
Cc1ccc(N(CC(=O)NC(C)C)C(=O)CCC(=O)Nc2nccs2)c(C)c1	-11	4	6	3	7	-1	16	2
Cc1ccc(C)c(N2CCN(C(=O)Cn3cccc3)CC2)c1	-4	28	-3	-2	-3	-11	12	0
CC(=O)C1=C(O)C(=O)N(CCNCCO)C1c1ccccc1 (stereo unspecified)	-12	-14	-16	8	-9	-1	20	-7
CCN(CC)CCn1c(SCC(=O)Nc2ccc(F)cc2)nc2c(sc3ccccc32)c1=O	-5	23	19	9	-5	nt	nt	0
Cc1cc(C)c(C)c(S(=O)(=O)NC2CCCCC2)c1C	-8	-1	3	22	10	2	5	-1
O=C(N/N=C\c1ccc(F)cc1)c1csnn1	-3	14	-1	-7	1	0	18	14
CC1=CC(C)(C)N2C(=O)C3(C(C#N)=C(N)Oc4cc(C)oc(=O)c43)c3cccc1c32 (stereo unspecified)	-2	-15	-6	8	-6	-2	-6	-7
O=C(NNC(=O)c1ccccc1[N+](=O)[O-])c1ccc(NC(=O)c2ccccc2)cc1	-8	-2	1	-7	5	1	9	-1
CC1CN(S(=O)(=O)c2cc(C(=O)N(C)Cc3cccs3)ccc2Cl)CC(C)O1 (stereo unspecified)	-7	-17	-2	2	-7	2	7	-14
O=C(CC(NCc1ccccn1)C(=O)O)Nc1ccccc1Cl (stereo unspecified)	0	-25	-20	-1	-3	1	12	8
COCCn1c(=O)[nH]c2cc(C(=O)NCCc3ccc(OC)c(OC)c3)ccc2c1=O	-3	17	4	-8	3	1	-18	0
CC(=O)N/N=C/c1ccccc1OCCOc1cccc(C)c1	0	10	5	-1	1	1	4	1
CCCNC(=O)c1ccc(Cn2c(=S)[nH]c3c([nH]c4ccc(OC)cc43)c2=O)cc1	-5	-19	-14	3	-4	-1	-267	-5
Cc1ccccc1-c1nc(S(=O)(=O)c2ccccc2)c(N2CCCC2)o1	-7	4	12	11	11	1	-5	8
Cc1cc(Cl)c(O)c(-n2nc3ccccc3n2)c1	14	27	-7	7	20	3	15	71*
COc1ccc2oc(C(=O)OCC(=O)Nc3ccc(C(=O)N(C)C)cc3)c(C)c2c1	-8	-7	6	6	-20	-5	-232	-15
O=C(Oc1ccc(C(=S)N2CCOCC2)cc1)c1cc([N+](=O)[O-])cc([N+](=O)[O-])c1	-6	-5	8	1	5	2	31	7
CCOC(=O)c1sc(=S)n(C)c1NC(=O)c1ccc(F)cc1	39	9	4	-4	1	-9	22	2

Later entries
SMILES	A3G deaminase	SENP6 inh	UBC13 inh	Apaf-1 inh	SENP8 block-1	SENP1 inh	SENP8 block-2	SENP7 block
Cc1nn(Cc2ccccc2Cl)c2sc(C(=O)NC(C)(C)C)cc12	0	-25	-6	16	-4	1	18	-6
Cc1ccc(-c2nc3ccc(Cl)cc3n2OC(C)C(=O)O)cc1 (stereo unspecified)	-5	-17	-23	11	2	-2	0	-6
O=C1c2cccc(OCC(=O)N3CCCc4ccccc43)c2CCN1Cc1ccc(Br)cc1	-6	5	5	23	1	-3	10	2
COc1cc2[nH]c(=S)n(N(C(C)=O)C(C)=O)c(=O)c2cc1OC	10	1	21	1	-3	0	8	1
CCNc1ccc([N+](=O)[O-])cc1	-9	-10	-3	-5	-3	-1	3	4
O=C(NCCc1cn2ccccc2n1)c1ccc(Br)o1	-4	-2	5	-9	4	-7	-77	-4
Cc1c(C(=O)NC2CCCCC2)oc2ccc(F)cc12	1	-15	-3	13	-15	0	6	-6
C=CC[C@H](CC(=O)OC(C)(C)C)C(=O)OC[C@@H]1CCCN1C(=O)[C@@H](CC=C)CC(=O)NCCO	-8	8	2	-4	9	-1	10	-4
CCOc1ccc(CCNC(=O)COC(=O)c2cccnc2Cl)cc1OCC	1	-6	3	-9	16	1	15	3
NC(=O)COC(=O)CCCc1nc2ccccc2s1	-7	7	5	-8	-3	3	1	2

SENP7 block, hit marks shown above
Compound	A3G deaminase	SENP6 inh	UBC13 inh	SENP1 inh	SENP7 block
Cc1cc(Cl)c(O)c(-n2nc3ccccc3n2)c1	14	27	-7	3	71*

Remaining list, next part
SMILES	A3G deaminase	SENP6 inh	UBC13 inh	Apaf-1 inh	SENP8 block-1	SENP1 inh	SENP8 block-2	SENP7 block
COc1ccc(C(=O)Nc2cccc(NC(C)=O)c2)cc1OC	-6	2	-7	10	-15	2	24	-4
O=C1c2cccnc2C(=O)N1Cc1ccc(S(=O)(=O)N2CCN(c3ccc(Cl)cc3)CC2)cc1	-4	5	-11	18	-8	1	8	-11
COc1cc(-c2cc(C(=O)Nc3cc(S(=O)(=O)N4CCOCC4)ccc3C)c3ccccc3n2)cc(OC)c1OC	-6	3	13	21	1	3	-300	13
CCOc1ccccc1NC(=O)c1ccc(NC(=O)c2ccco2)cc1	-4	7	6	5	11	1	5	-3
CC1CCCCN1C(=O)c1cc(F)c(F)cc1Cl (stereo unspecified)	-4	-27	0	-11	0	0	9	0
N#CCCN(C(=O)COc1ccc(C#N)cc1)c1ccc(F)cc1	-9	-15	-7	-13	-4	-2	-3	-3
COc1ccc2c(c1OC)C(=O)OC2N1C(=O)CC[C@H]1C(=O)Nc1ccc2c(c1)OCO2 (stereo partly specified)	-7	-4	-6	-12	2	5	44*	-7
Cc1cc(C=C(C#N)C#N)c(C)n1-c1ccccc1	-7	-8	-12	10	0	2	-66	-1
CC1(C)Cc2cccc(OCC(=O)OCC(=O)NCc3ccc(F)cc3)c2O1	-10	-17	5	-4	1	0	-2	0
CCCn1c(SCC(=O)N2c3ccc(F)cc3CCC2C)nnc1-c1ccccn1 (stereo unspecified)	-3	0	6	17	6	0	19	3
Cc1ccc(S(=O)(=O)NCCS(=O)(=O)N2CCN(c3ccccc3)CC2)cc1	-6	-28	-2	8	-9	2	-11	-12
COC(=O)c1ccccc1NC(=S)NC(=O)COc1ccc(C)cc1	-4	5	7	3	18	-4	9	-2
O=C(CSc1nnc(-c2ccc(O)cc2)n1Cc1ccco1)c1ccccc1	-5	-10	3	1	-4	1	12	-2
CSc1n[nH]c2nc3c(c(=O)n12)C1(CCCCC1)Cc1ccccc1-3	-6	3	23	1	-2	-34	-495	-4
COc1ccc(NC(=O)c2oc3ccc(S(=O)(=O)N4CCC5(CC4)OCCO5)cc3c2C)cc1	-6	11	-3	-11	16	-2	11	3
COc1ccc(C)cc1Nc1nnc(C)c(=O)[nH]1	2	-1	2	-3	-2	0	9	11
COc1ccccc1NC(=O)/C=C/C(=O)O	-1	-5	-10	2	-4	2	19	3
O=C(O)COc1ccc(-c2nnn(Cc3ccccc3F)n2)cc1	-2	-5	3	-6	-11	1	14	2
COc1ccc(C(=O)Nc2cccc(OC(=O)c3ccc(C)c(C)c3)c2)cc1	-2	-1	3	-10	-2	1	26	-1
COCCCN(Cc1cccs1)S(=O)(=O)c1c[nH]c(C(=O)OC)c1	-3	-13	-4	11	-4	1	18	-14

4 structures already listed, arranged by formula weight, lowest first.
SMILES	A3G deaminase	SENP6 inh	UBC13 inh	Apaf-1 inh	SENP8 block-1	SENP1 inh	SENP8 block-2	SENP7 block
COc1ccc(C)cc1Nc1nnc(C)c(=O)[nH]1	2	-1	2	-3	-2	0	9	11
COC(=O)c1ccccc1NC(=S)NC(=O)COc1ccc(C)cc1	-4	5	7	3	18	-4	9	-2
COCCCN(Cc1cccs1)S(=O)(=O)c1c[nH]c(C(=O)OC)c1	-3	-13	-4	11	-4	1	18	-14
COc1ccc(NC(=O)c2oc3ccc(S(=O)(=O)N4CCC5(CC4)OCCO5)cc3c2C)cc1	-6	11	-3	-11	16	-2	11	3
